# CBFb-RUNX1 inh – qHTS Assay for Compounds Blocking the Interaction Between CBF-beta and RUNX1 for the Treatment of Acute Myeloid Leukemia | AlphaScreen CBFb-His/RUNX1-biotin binding, biochemical | 230,000 tested, under 10 active | Potency, µM (titrated, usually from 59.8 µM), for inactives: top-dose activity, negative = inhibition, usual class: inhibitors | AID 1477, 2009; note: % of control where 0% means no effect
# Target sequence (Q01196 whole entry, looked up): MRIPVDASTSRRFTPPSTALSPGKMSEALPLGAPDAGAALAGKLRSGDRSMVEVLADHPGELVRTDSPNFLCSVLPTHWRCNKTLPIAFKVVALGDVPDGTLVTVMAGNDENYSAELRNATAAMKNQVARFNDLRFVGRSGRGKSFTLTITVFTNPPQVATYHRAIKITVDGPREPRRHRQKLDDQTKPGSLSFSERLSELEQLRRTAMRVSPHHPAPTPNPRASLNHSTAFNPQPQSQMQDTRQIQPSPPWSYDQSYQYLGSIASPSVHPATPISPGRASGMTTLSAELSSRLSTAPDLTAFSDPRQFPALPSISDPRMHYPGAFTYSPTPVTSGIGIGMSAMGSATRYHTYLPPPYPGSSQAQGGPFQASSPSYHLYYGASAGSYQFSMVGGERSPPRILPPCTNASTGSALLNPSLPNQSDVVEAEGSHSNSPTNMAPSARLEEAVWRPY
# Target sequence (Q13951 whole entry, looked up): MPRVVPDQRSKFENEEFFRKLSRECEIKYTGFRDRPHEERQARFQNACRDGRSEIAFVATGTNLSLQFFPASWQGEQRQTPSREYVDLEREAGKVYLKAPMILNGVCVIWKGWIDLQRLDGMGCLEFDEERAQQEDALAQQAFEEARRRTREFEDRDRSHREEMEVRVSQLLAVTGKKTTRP
#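 CBF-beta (His) and RUNX1 (biotin), 30 nM each; 20 min preassociation; + compound, 15 min; + beads 50 ng each (Ni, streptavidin), 90 min; RT; AlphaScreen read.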
# Epigenetic reg – Quantitative High-Throughput Screen for Regulators of Epigenetic Control; murine LDR cells, GFP reporter derepression, 30 h; Potency, µM (highest dose often 53.9 µM), for inactives: at the highest dose GFP activation, hits mostly activators; 280,000 compounds, 0.2% hits; AID 1865, 2009; note: potency is the fitted concentration of half-maximal effect; % of control where 0% means no effect; nearly all actives have a fitted effect of over 60% in size
#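 Reporter derepression read as number of fluorescent GFP-positive objects, 20-120 um in size, counted by laser-scanning cytometer. Mouse LDR line with an epigenetically silenced CMV-GFP locus; compound incubation 30 h, 37 C.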
# GLA spleen mod – qHTS Assay for Inhibitors and Activators of Human alpha-Galactosidase From Spleen Homogenate | human spleen homogenate, 4MU-alpha-Gal fluorescence, 40 min | AID 2107, 2009 | 240,000 compounds, 0.008% hits | Potency, µM (doses to about 80 µM), for inactives: at the highest dose activity change, negative = inhibition, actives largely listed as inhibitors;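 note: potency is the fitted concentration of half-maximal effect; 0% = enzyme with vehicle and -100% = no enzyme basal signal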
# Target sequence (P06280 32-429 limits assumed): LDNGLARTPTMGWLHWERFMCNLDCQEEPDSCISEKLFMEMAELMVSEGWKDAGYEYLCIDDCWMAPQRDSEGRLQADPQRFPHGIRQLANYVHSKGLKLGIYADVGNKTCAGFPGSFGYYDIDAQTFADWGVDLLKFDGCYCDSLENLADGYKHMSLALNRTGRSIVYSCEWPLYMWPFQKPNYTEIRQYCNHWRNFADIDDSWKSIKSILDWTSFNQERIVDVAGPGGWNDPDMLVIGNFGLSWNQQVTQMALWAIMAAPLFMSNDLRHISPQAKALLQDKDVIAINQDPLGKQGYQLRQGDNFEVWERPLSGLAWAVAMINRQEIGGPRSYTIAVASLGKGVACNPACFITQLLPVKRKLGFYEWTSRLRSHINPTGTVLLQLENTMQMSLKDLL
#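 Fluorogenic readout (Ex 365/Em 440 nm) of 4-methylumbelliferone released from 1 mM 4-MU-alpha-galactoside by spleen homogenate, 40 min at 37C, pH 5.0. Data normalized to no-enzyme and enzyme controls; Hill-equation AC50 from compound titrations.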
# LMNA splice mod – qHTS Assay for Modulators of Lamin A Splicing | HeLa LMNA splicing GFP/RFP minigene ratio, 48 h | 200,000 compounds, 0.01% hits | Potency, µM (top dose mostly 46.1 µM), for the others: at the top dose ratio change, negative = inhibition, actives largely listed as inhibitors; active = well fitted inhibition curve with a large enough effect in the signal ratio, with a control signal flat, not every such curve was filed as active; inconclusive = small, poorly fitted or top-dose-only effect, or effect the other way, or a change in a side signal; the % refers to the signal ratio; note: potency is the fitted concentration of half-maximal effect; % is set by controls: 0 for no effect and ±100 for the full control effect
#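 S3 HeLa stable clones carrying a lamin A-EGFP splicing minigene plus DsRed2 were seeded at 600 cells/well in Opti-MEM with 2% FBS, pin-dosed and incubated 48 h at 37°C. Acumen cytometry (488 nm) gave the GFP/RFP total-intensity ratio.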
# IMPase Li inh – qHTS Assay for Identifying the Cell-Membrane Permeable IMPase Inhibitors: Potentiation with Lithium. AID 1457, 2008. 210,000 compounds, 0.35% hits. Potency, µM (doses to about 59.4 µM), inactives show at the top dose activity, negative = IMPase inhibition, usual class: inhibitors. CHO-M1 cells, IP1 TR-FRET (IP-One), carbachol + lithium;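 note: IP1 builds up when IMPase is blocked and the TR-FRET signal falls; potency is the fitted concentration of half-maximal effect; plate controls were basal vehicle for no effect and high inhibitor control for full effect; nearly all actives have a fitted effect of over 50% in size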
#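 IP1 accumulation measured by competitive TR-FRET in lysed CHO-M1 cells after 30 min compound exposure at 37C, with a small lithium addition to potentiate weak responses. Hill-equation AC50 from ratio and donor-channel data.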
# NPSR antagonist – qHTS Assay for Antagonists of the Neuropeptide S Receptor: cAMP Signal Transduction. Q6W5P4. CHO-NPSR cells, cAMP TR-FRET, antagonist mode. Potency, µM (doses to about 38.3 µM), without a hit: top-dose activity change, negative = inhibition, usual class: inhibitors. 220,000 compounds, 1% hits. AID 1461, 2008; note: potency is the fitted concentration of half-maximal effect; % is set by controls: 0 for no effect and ±100 for the full control effect; nearly all actives have a fitted effect of over 50% in size; many of its hits are not listed in these tables
# Luc counter – Counterscreen for Luciferase (Kinase-Glo TM) Inhibition; Luciferin 4-monooxygenase (Photuris pensylvanica), Q27757; Kinase-Glo luciferase, ATP luminescence, 8 min; Potency, µM (top dose mostly 38.3 µM), for the others: at the top dose activity change, negative = inhibition, actives largely listed as inhibitors; 200,000 compounds, 0.28% hits; AID 1379, 2008; note: potency is the fitted concentration of half-maximal effect; % is set by controls: 0 for no effect and ±100 for the full control effect; nearly all actives have a fitted effect of over 60% in size
#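 Compound is pinned into ATP-containing buffer (10 uM ATP, imidazole pH 7.2, 7 mM MgCl2). Kinase-Glo luciferase reagent is then added. Light output is recorded following an 8-min room-temperature incubation.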
# An asterisk follows results filed as active; ? = inconclusive; . = not tested or not shown; & = joins results of further samples; [ ] = another dose, or the depositor's remark. Unless noted, calls come from the whole dose curve; as a rule, active = well fitted curve in the direction sought with a large enough effect; inconclusive = small, poorly fitted or top-dose-only effect, or another doubt; inactive = no such curve, though single readings can be large; an effect the other way counts as inactive or inconclusive. The list is partial. The share of hits here may be higher or lower than overall.
# Results follow in this order: CBFb-RUNX1 inh	Epigenetic reg	GLA spleen mod	LMNA splice mod	IMPase Li inh	NPSR antagonist	Luc counter
1. CCCCCC(=O)N/N=C(\C)c1ccc(NC(=O)c2ccco2)cc1
  6%	-1.2%	-5%	-1%	-1%[38.3 µM]	-16%[46.1 µM]	-6%
2. O=C(Nc1ccccc1)N1CC2(CCN(S(=O)(=O)c3ccccc3)CC2)C1
  .	.	0%	.	5%	.	-3%
3. Fc1ccc(-n2c(Cc3ccccc3)nnc2SCc2nc(-c3ccc(Cl)cc3)no2)cc1
  -9%	-0.2%	-11%	5%	38%[activator][38.3 µM]	?	-3%
4. COCCNC(=O)CN(C(=O)Cn1nnc2ccccc21)c1ccccc1
  5%	-2.6%	2%	-6%	-6%[38.3 µM]	-5%[46.1 µM]	-7%
5. CC[n+]1c(C)sc2sc3ccccc3c21
  -6%	0.5%	7%	.	.	5%	.
6. CCOc1ccc(C(=O)N(CN2CCCC2=O)c2ccccc2)cc1
  0%	-1.1%	4%	-5%	-7%[38.3 µM]	-3%[46.1 µM]	-2%
7. CCOC(=O)c1sc2nc(CN3CCCCC3)nc(Cl)c2c1C
  2%	-0.2%	-1%	-6%[46 µM]	0%	-1%	3%
8. CC(=O)Nc1cc(NC(C)=O)cc(C(=O)OCC(=O)N2CC(C)OC(C)C2)c1 (centres undefined)
  0%	3.9%	4%	7%	21%[38.3 µM]	2%[46.1 µM]	6%
9. CNC(=O)COC(=O)/C=C/c1cccc(F)c1
  -5%	1.1%	17%	-3%[46 µM]	0%	10%	0%
10. O=C(NCc1ccncc1)c1cn(-c2ccccc2)nc1-c1cccnc1
  -7%	-3.8%	-4%	-14%[46 µM]	6%	-15%	-1%

# Results follow in this order: CBFb-RUNX1 inh	Epigenetic reg	GLA spleen mod	LMNA splice mod	IMPase Li inh	NPSR antagonist	Luc counter
11. COc1cccc(OCC(=O)Nc2ccccc2NC(C)=O)c1
  -10%	-1.1%	5%	6%	-5%[38.3 µM]	-4%[46.1 µM]	-1%
12. O=C(CC1(O)C(=O)N(Cc2ccccc2)c2ccccc21)c1ccncc1 (centres undefined)
  -5%	1.9%	-5%	4%	20%[38.3 µM]	16%[46.1 µM]	-1%
13. O=P(Cc1ccccc1O)(c1ccccc1)c1ccccc1
  -4%	-0.9%	7%	-12%	.	-15%[46.1 µM]	.
14. COc1cccc(/C=N\NC(=O)c2sc(N)nc2C)c1OC
  -2%	-2.9%	-3%	-5%	21%[38.3 µM]	-7%[46.1 µM]	-7%
15. CCOCCc1nnc(NC(=O)C(C)Oc2ccccc2)s1 (centres undefined)
  13%	0.6%	3%	-4%[46 µM]	6%	6%	3%
16. FC(F)(F)c1ccccc1-n1ccnc1
  -4%	1.1%&2.1%&-1.3%&-0.3%	3%&9%&-23%&1%	?	8%&6%&21%&-3%	6%[46.1 µM]	-16%&-8%&-4%
17. C=CCNC(=O)CC(C)C(CCCCC)C(=O)O (centres undefined)
  -2%	1.1%	2%	-5%	5%[38.3 µM]	18%[46.1 µM]	-1%
18. Cc1cccn2c(=O)c3cc(C(=O)N(C)C)n(C)c3nc12
  2%	0.9%	14%	-6%	3%[38.3 µM]	-1%[46.1 µM]	1%
19. CC(C)(C)OC(=O)N1CCC(NC(=O)c2[nH]cnc2C(=O)N[C@@H](Cc2ccccc2)C(=O)OCc2ccccc2)CC1
  -20%	3.2%	-11%	.	11%	?	.
20. CN(c1ccccc1)S(=O)(=O)c1cccc(C(=O)OCC(=O)NCCCN2CCCC2=O)c1
  2%	1.9%	1%	?	5%	12%	0%

# Two entries from above, in transposed form.
[11] COc1cccc(OCC(=O)Nc2ccccc2NC(C)=O)c1
[12] O=C(CC1(O)C(=O)N(Cc2ccccc2)c2ccccc21)c1ccncc1 (centres undefined)

Screen / compound no. | 11 | 12
CBFb-RUNX1 inh | -10% | -5%
Epigenetic reg | -1.1% | 1.9%
GLA spleen mod | 5% | -5%
LMNA splice mod | 6% | 4%
IMPase Li inh | -5%[38.3 µM] | 20%[38.3 µM]
NPSR antagonist | -4%[46.1 µM] | 16%[46.1 µM]
Luc counter | -1% | -1%

# New compounds follow.
# Results follow in this order: CBFb-RUNX1 inh	Epigenetic reg	GLA spleen mod	LMNA splice mod	IMPase Li inh	NPSR antagonist	Luc counter
21. COc1ccc(N2CCN(c3oc(COc4ccc(Cl)cc4)nc3C#N)CC2)cc1
  ?	0.8%	7%	?	18%[38.3 µM]	?	-1%
22. CC(C)N1C(=O)CC2(CC[N+](C)(CCOC(=O)C(c3ccccc3)c3ccccc3)CC2)C1=O (centres undefined)
  2%	-3.7%	-21%	11%	8%[38.3 µM]	?	-3%
23. CN(C)CCNC(=O)/C=C/c1cn(-c2ccccc2)nc1-c1cc2ccccc2oc1=O
  -14%	2.5%	4%	?	-9%	-13%	0%
24. CCN(CCCNC(=O)CCCn1c(=O)[nH]c2ccccc2c1=O)c1cccc(C)c1
  -3%	-0.2%	-2%	1%	13%[38.3 µM]	-25%[46.1 µM]	-3%
25. Cc1ccc(NC(=S)N(CCN(C)C)Cc2cc3cc(C)ccc3[nH]c2=O)cc1
  -4%	0.5%	-4%	.	6%	5%	0%
26. CCC(=O)NC(=S)Nc1ccc(S(=O)(=O)N2CCN(C)CC2)cc1
  4%	-2.0%	2%	1%	2%	8%	0%
27. CC1(c2ccccc2)CC(C)(C)N(C(=O)CSc2nnc(N)s2)c2ccccc21 (centres undefined)
  -4%	-1.0%	-6%	1%	-1%	-34%	-2%
28. C=CCOc1cccc(C2C(C(=O)c3ccc(C)o3)=C(O)C(=O)N2CCN(C)C)c1 (centres undefined)
  4%	-2.5%	7%	1%	-13%[38.3 µM]	14%[46.1 µM]	-1%
29. Cc1ccc(SCc2cc(=O)[nH]c(Nc3nc(C)c4ccc(C)cc4n3)n2)cc1
  5%	-0.9%	0%	-16%	17%	-15%	-3%
30. COc1ccccc1-c1c(NC(=O)c2ccco2)n(-c2ccccc2)nc(C)c1=O
  0%	0.8%	-4%	-4%	3%[38.3 µM]	-2%[46.1 µM]	-6%

# Results follow in this order: CBFb-RUNX1 inh	Epigenetic reg	GLA spleen mod	LMNA splice mod	IMPase Li inh	NPSR antagonist	Luc counter
31. CC(=O)c1ccc(OC(=O)N(c2ccccc2)c2ccccc2)cc1
  2%	-1.3%	-7%	-6%	6%[38.3 µM]	?	15%
32. CCNc1nc(Oc2c(Cl)cccc2Cl)cc(C(F)(F)F)n1
  1%	0.0%	-21%	?	18%[38.3 µM]	?	-6%
33. O=C(Nc1ccc(Cl)cc1F)c1ccc(COc2c(F)c(F)c(F)c(F)c2F)o1
  11%	-0.1%	8%	17%	12%[38.3 µM]	-25%[46.1 µM]	-6%
34. O=C(NCc1nc2ccccc2[nH]1)c1cccs1
  10%	0.0%	2%	-1%	-30%[38.3 µM]	1%[46.1 µM]	2%
35. O=C(Cn1c2[n+](c3ccc(C(F)(F)F)cc31)CCCCC2)c1cccc([N+](=O)[O-])c1
  3%	-0.1%	-7%	-2%[9.22 µM]	10%	7%	-7%
36. Oc1ccc(CN2CCCCC2)nc1-c1ccccc1
  6%	-0.4%	2%	4%	-4%[38.3 µM]	-3%[46.1 µM]	-1%
37. CCOC(=O)c1cc2n(c1C)-c1ccccc1C2=O
  3%	-1.8%	-9%	5%	-5%[38.3 µM]	-8%[46.1 µM]	0%
38. O=C(Cc1c(Sc2ccccc2)c2ccccc2n1Cc1ccccc1)NCCO
  -2%	-1.0%	11%	-3%	18%	-25%	-2%
39. C=CCn1c(=NC(=O)CN2C(=O)CCC2=O)sc2cc(S(N)(=O)=O)ccc21
  -5%	0.0%	10%	9%	-17%	17%	-2%
40. Cc1ccc(C)n1-c1ccc(C(=O)NN)s1
  -18%	1.2%	4%	-11%[46 µM]	3%	-8%	2%

# Results follow in this order: CBFb-RUNX1 inh	Epigenetic reg	GLA spleen mod	LMNA splice mod	IMPase Li inh	NPSR antagonist	Luc counter
41. CCOC(=O)C1CCN(C(=O)COc2ccc(S(=O)(=O)N3CCCC3)cc2C)CC1
  10%	2.6%	11%	.	8%	-5%	4%
42. CC(C)NC(=O)CCn1c(=S)oc2ccccc21
  -4%	-2.1%	5%	.	-2%	14%	2%
43. CCOC(=O)c1[nH]c2ccc(F)cc2c1NC(=O)CN1CCN(C/C=C/c2ccccc2)CC1
  -7%	0.9%	-6%	?	31%[activator][38.3 µM]	?	-1%
44. CC1Oc2ccccc2N(CC(=O)NCCc2ccccc2)C1=O (centres undefined)
  15%	-7.0%	-1%	-7%	.	-16%[46.1 µM]	.
45. CC(=O)Nc1ccc(NC(=O)CSc2nnnn2-c2ccc3c(c2)OCCO3)cc1
  -1%	1.9%	-3%	.	-8%	18%	-2%
46. Clc1ccc(-c2cn3cc(Br)ccc3n2)cc1Cl
  7%	-1.0%	4%	?	-28%	-26%	-21%
47. CCOc1cc(C2C(C#N)=C(N)OC(C)=C2C(C)=O)cc(Br)c1O (centres undefined)
  -3%	0.0%	-5%	11%	22%[38.3 µM]	-17%[46.1 µM]	-3%
48. CCCCC1=CC2=C(c3ccco3)C(=O)C(C)(OC(=O)c3ccc(OC)cc3)C(=O)C2=CN1C(CO)CO (centres undefined)
  -2%[13.1 µM]	1.6%	6%[17.5 µM]	2%[9.22 µM]	-25%	0%	0%[7.66 µM]
49. CCCn1c2c(c(O)c(C(=O)Nc3nc4ccccc4s3)c1=O)CCCC2
  0%	1.0%	0%	-7%[46 µM]	5%	2%	0%

# A draw from above in order of molar mass, smallest number first.
# Results follow in this order: CBFb-RUNX1 inh	Epigenetic reg	GLA spleen mod	LMNA splice mod	IMPase Li inh	NPSR antagonist	Luc counter
44. CC1Oc2ccccc2N(CC(=O)NCCc2ccccc2)C1=O (centres undefined)
  15%	-7.0%	-1%	-7%	.	-16%[46.1 µM]	.
43. CCOC(=O)c1[nH]c2ccc(F)cc2c1NC(=O)CN1CCN(C/C=C/c2ccccc2)CC1
  -7%	0.9%	-6%	?	31%[activator][38.3 µM]	?	-1%
48. CCCCC1=CC2=C(c3ccco3)C(=O)C(C)(OC(=O)c3ccc(OC)cc3)C(=O)C2=CN1C(CO)CO (centres undefined)
  -2%[13.1 µM]	1.6%	6%[17.5 µM]	2%[9.22 µM]	-25%	0%	0%[7.66 µM]

# Screening results (PubChem)
